# TEAD-YAP block – TEAD-YAP interaction inhibition, primary screen, TEAD-YAP interaction inhibitor project, luminescence, HEK-TIYL cells | AID 1259422, 2018 | hit rate 1.4% among 640,000 | TEAD-Gal4/YAP UAS-luciferase luminescence | inhibition, % at 9.12 µM; in the data active means inhibition above about 32%;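 further: 0% = median of test compound wells and 100% = reference inhibitor wells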
# FBW7 act – FBW7 E3 ligase activators, primary screen, biochemical, AlphaScreen, human; F-box/WD repeat-containing protein 7 (Homo sapiens), Q969H0; AlphaScreen FBW7–phospho-cyclin E peptide binding, activator screen; normalized activity (activation), % at 26.1 µM; hit rate 0.13% among 650,000; in the data active means normalized activity above about 1.9%;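 further: purified mutant Fbw7 with reduced substrate affinity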
# MITF primary – MITF inhibitors, primary screen, biochemical, AlphaScreen, human; Microphthalmia-associated transcription factor (Homo sapiens), O75030; AlphaScreen MITF homodimerization, bead proximity signal; inhibition, % at 2.6 µM; hit rate 0.91% among 650,000; AID 1259374, 2018; in the data active means inhibition above about 50%;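 further: 0% = vehicle wells with protein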
# Target sequence (O75030 whole entry, looked up): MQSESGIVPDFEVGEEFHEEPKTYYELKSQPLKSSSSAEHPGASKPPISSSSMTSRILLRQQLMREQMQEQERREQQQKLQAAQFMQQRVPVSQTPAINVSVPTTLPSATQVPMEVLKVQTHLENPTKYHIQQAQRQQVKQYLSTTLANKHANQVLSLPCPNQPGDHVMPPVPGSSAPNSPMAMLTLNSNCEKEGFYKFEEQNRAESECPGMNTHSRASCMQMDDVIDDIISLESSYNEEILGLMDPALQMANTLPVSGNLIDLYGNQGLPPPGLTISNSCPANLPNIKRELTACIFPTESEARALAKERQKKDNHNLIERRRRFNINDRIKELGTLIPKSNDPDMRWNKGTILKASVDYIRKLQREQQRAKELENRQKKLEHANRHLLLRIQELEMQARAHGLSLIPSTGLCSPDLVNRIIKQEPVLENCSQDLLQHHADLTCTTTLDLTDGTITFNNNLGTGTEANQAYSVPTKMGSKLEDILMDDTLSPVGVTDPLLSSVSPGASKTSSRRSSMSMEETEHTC
# GPR151 ag – activators of human GPR151, primary screen, cell-based, PathHunter beta-arrestin, luminescence; activation, % at 11.2 µM; G-protein coupled receptor 151 (Homo sapiens), Q8TDV0; hit rate 1% among 650,000; PathHunter beta-arrestin GPR151 cells; in the data active means activation above about 4.9%;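 further: 0% = median of compound wells and 100% = cells with positive control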
# Target sequence (Q8TDV0 whole entry, looked up): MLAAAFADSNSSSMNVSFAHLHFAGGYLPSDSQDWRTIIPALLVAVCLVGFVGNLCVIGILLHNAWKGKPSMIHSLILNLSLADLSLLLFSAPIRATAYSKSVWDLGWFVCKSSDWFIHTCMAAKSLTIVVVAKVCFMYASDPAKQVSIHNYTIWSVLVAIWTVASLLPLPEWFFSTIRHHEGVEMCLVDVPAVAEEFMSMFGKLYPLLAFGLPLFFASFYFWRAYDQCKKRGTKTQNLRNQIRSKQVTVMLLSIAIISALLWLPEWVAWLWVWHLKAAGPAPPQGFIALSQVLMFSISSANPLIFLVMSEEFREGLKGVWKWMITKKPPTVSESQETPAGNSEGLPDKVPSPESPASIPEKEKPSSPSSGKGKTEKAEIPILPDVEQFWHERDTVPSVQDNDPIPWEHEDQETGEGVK
# Starred values were filed as active, the others as inactive; . = not tested or not shown.
SMILES,TEAD-YAP block,FBW7 act,MITF primary,GPR151 ag
COc1cc2c(C#N)c(N3CCCCC3)nc3c2c(n1)NC1(N3)C(=O)Nc2ccccc21 (centres undefined),3,0.2,2,0.8
O=C1N=C(N2CCOCC2)S/C1=C/c1ccccc1Cl,14,0.0,13,-0.9
Cc1cccc(-n2nc3c(c2NC(=O)CC(C)C)CS(=O)(=O)C3)c1C,-8,-0.1,-7,1.2
CC(C)(C)NC(=O)c1cc(NC(=O)C(F)(F)F)cc(NC(=O)C(F)(F)F)c1,4,0.3,3,0.2
COc1ccc(-n2nc(C(=O)NCC(=O)NCCc3ccc(OC)c(OC)c3)c3ccccc3c2=O)cc1,17,0.6,2,-0.2
CC(=O)Nc1cc(CNCc2cccc(-c3ccccc3C)c2)cc(C(=O)N2CCCC2)c1,-3,0.0,4,-1.1
CC(C)C[C@@H]1NC(=O)[C@H]2CN(CC3CC3)CCN2C1=O,-2,-0.1,-16,0.5
C/C(CC(=O)Nc1ccc(Cl)c(Cl)c1)=N\NC(=O)c1ccc(O)cc1,-16,-0.2,-5,0.5
CCOc1ccc(S(=O)(=O)N2CCOCC2)c2cccnc12,-5,0.5,19,-0.2
CC1(C)NC(=O)N(CCOCCOc2ccccc2-c2ccccc2)C1=O,9,-0.4,-6,0.4
O=C1OC(c2ccc(Br)cc2)=N/C1=C\c1ccc2ccccc2c1,5,0.0,12,-0.2
CC(C)N(CCNc1nc(N2CCC(N3CCOCC3)CC2)nc2c1ncn2CCN1CCCC1=O)C(C)C,0,0.1,8,-1.3
CC1(C)COP(=O)(C(Nc2ccc(Cl)cc2)c2ccc(O)cc2)OC1 (centres undefined),16,0.6,8,0.3
COc1ccccc1OCCOc1ccc(C)cc1C=O,-41,0.1,0,0.8
O=C(c1cc2ccccc2[nH]1)N1CCN(Cc2csc(-c3ccccc3)n2)CC1,2,0.0,-7,3.2
c1ccc2c(c1)nc(NCCCN1CCCCC1)n1nc(-c3ccncc3)nc21,26,-0.1,3,-0.8
CCN(CC)C(=O)CSc1nnc(NC(=O)/C=C/c2ccccc2)s1,-6,-0.2,-10,-0.3
Clc1ccc(-c2csc(N3N=C(c4ccccc4)CC3c3ccccc3)n2)cc1 (centres undefined),-2,-0.1,6,-0.1
Fc1ccc(-c2nnc(Cc3ccc(Cl)cc3)o2)cc1,-27,0.0,-6,-0.2
COc1ccc(C2CC(=O)C3=C(C2)NC(C)=C(C(=O)OC2CCCCC2)C3c2cccc(C)c2)cc1OC (centres undefined),46*,0.5,7,0.3
Cc1ccc(N2C(=O)C(O)C(O)C2=O)cc1 (centres undefined),1,0.1,5,0.8
COc1cccc(C=Nc2cnn(C)c2C(N)=O)c1O,-2,3.6*,0,-0.4
Clc1ccc(OCCOCCn2ccnc2)c(Br)c1,-12,-0.1,46,-1.5
O=C(CC(c1ccccc1)c1ccccc1)Nc1ccc(F)c([N+](=O)[O-])c1,2,-0.2,5,-1.4
CC(=O)Nc1ccnn1C1CCN(Cc2cc3ccccc3s2)CC1,3,0.1,13,-0.2
COc1ccc(-c2cc(N)n(S(=O)(=O)c3ccc(C)cc3)n2)cc1OC,-6,0.0,4,0.6
Cn1c(CN2CCOCC2)nnc1SCc1ccc(Cl)c(Cl)c1,-7,-0.4,9,-0.2
N[C@@H](C(=O)O)c1ccc(C(=O)O)c(C(=O)O)c1,.,0.0,7,0.6
COc1cccc2sc(NC(=O)c3cc(Cl)ccc3[N+](=O)[O-])nc12,2,0.1,0,0.6
CCOC(=O)Cc1ccc(N(Cc2ccc(Cl)cc2)S(=O)(=O)c2ccc(NC(C)=O)cc2)cc1,1,-0.2,13,0.1
CCc1ccccc1N(C)S(=O)(=O)c1c(C)noc1/C=C/N(C)C,16,0.0,8,0.0
CN(Cc1ccccc1)C(=O)C1CC(c2cccc(Br)c2)=NO1 (centres undefined),-10,-0.1,8,2.1
Cc1ccc(OCC(=O)NNC(=O)c2cc3ccccc3o2)cc1C,5,0.2,2,1.5
NS(=O)(=O)c1cccc(NC(=O)CSc2nc(-c3ccc(F)cc3)cs2)c1,-36,0.1,-13,-7.1
CCCCNC(=O)CCc1nc2sc3c(c2c(=O)[nH]1)CCCC3,-1,0.0,4,1.1
Cn1c(/C(C#N)=C(\O)c2coc3ccccc3c2=O)nc2ccccc21,8,0.0,-10,-1.6
COc1ccc2c(c1)C1(Nc3ccccc3C(=O)N1Cc1ccccc1)C(=O)N2 (centres undefined),-3,-0.1,-5,0.3
COc1ccc(Nc2cc(NCCO)c([N+](=O)[O-])c3nonc23)cc1,-8,0.0,-4,-1.0
COc1ccc(-c2nn(CCC#N)cc2C(=O)OC(C)C)cc1,8,-0.1,11,0.3
COc1ccc(-c2cc(C(=O)N/N=C\c3ccc(O)cc3)[nH]n2)cc1,10,0.1,10,-1.3
COCCCNC(=O)CC1C(=O)NCCN1Cc1ccc(C)cc1 (centres undefined),-2,0.1,10,-1.0
C=CCNC(=O)c1cc2c(=O)n3cc(C)ccc3nc2n(CCN2CCOCC2)c1=N,-12,0.1,11,2.7
COc1cc(CN2CCC(O)CC2)cc(Br)c1O,-8,-0.3,39,0.4
O=C(O)C1CC1C(=O)NCc1ccncc1 (centres undefined),1,0.0,-5,1.8
O=C1CCCC(O)=C1C1(O)C(=O)c2ccccc2C1=O,-4,-0.2,0,0.6
CCOC(=O)c1nnn(CC(=O)Nc2ccc(OC)cc2OC)c1C(=O)OCC,12,0.2,-7,-0.2
O=C(Nc1ccc(Cl)cn1)c1cc([N+](=O)[O-])ccc1Cl,3,0.4,-11,-1.4
CCc1ccccc1N(CC(=O)Nc1ccc(C)c(Cl)c1)S(C)(=O)=O,5,0.0,-8,0.6
CCN(CC)c1ccc2cc(C(=O)Nc3ccc(Oc4ccccc4)cc3)c(=O)oc2c1,-5,0.0,0,-1.1
O=C(Nc1cccc(C(=O)O)c1)/C(=C\c1ccccc1Cl)NC(=O)c1ccco1,-2,0.0,13,0.2
# Additional records follow.
SMILES,TEAD-YAP block,FBW7 act,MITF primary,GPR151 ag
FC(F)(F)C1=Nc2ccccc2N=C(c2ccccc2)C1,-47,-0.1,-5,-0.6
Cc1cccc(NC(=O)Cn2cccc2)c1C,-13,-0.3,-3,0.1
O=C(Nc1cccc2nsnc12)C(c1ccccc1)c1ccccc1,1,1.0,1,1.1
O=C(NC(=S)Nc1ccc(-c2nc3ncccc3o2)cc1)c1cccc(Br)c1,-12,0.9,12,-0.6
COC(=O)N[C@H]1C[C@H]2C(=O)N[C@@H](COCc3ccccc3)C(=O)N2C1,5,0.1,19,0.7
CC1CCN(CCCNC(=O)C2CCC(=O)N2C2CCCCC2)CC1 (centres undefined),-5,0.4,13,-1.4
O=C(NCCN1CCOCC1)c1cccc(-n2ncc3cc(Nc4ccccc4)ncc32)c1,-3,0.1,12,-1.9
Cc1cc(C)c(C(=O)COC(=O)c2cc(S(=O)(=O)N3CCOCC3)ccc2F)cc1C,1,-0.1,0,1.6
O=C(C1CCN(Cc2ccc(F)cc2)CC1)N1CCN(Cc2ccccc2)CC1,2,-0.2,62*,1.2
Cc1cc(C)c(NC(=O)c2cccs2)c(C)c1,11,0.1,9,-0.5

# Continued; it opens with the three that closed the last part.
SMILES,TEAD-YAP block,FBW7 act,MITF primary,GPR151 ag
Cc1cc(C)c(C(=O)COC(=O)c2cc(S(=O)(=O)N3CCOCC3)ccc2F)cc1C,1,-0.1,0,1.6
O=C(C1CCN(Cc2ccc(F)cc2)CC1)N1CCN(Cc2ccccc2)CC1,2,-0.2,62*,1.2
Cc1cc(C)c(NC(=O)c2cccs2)c(C)c1,11,0.1,9,-0.5
Cc1nc(N2CCC(C)CC2)c2c(C)c(C(=O)N3CCCC3)sc2n1,-8,-0.1,0,0.7
COc1ccc(N2CCN(C(=O)CCn3c(=S)[nH]c4cc5c(cc4c3=O)OCO5)CC2)cc1,-2,-0.1,-7,0.5
CC1=C(C(=O)OCc2ccc3c(c2)OCO3)C(c2ccc(O)cc2)NC(=O)N1 (centres undefined),1,0.0,-10,0.6
O=C(NCCOc1ccc(F)cc1)c1cccc2ccccc12,-8,0.0,14,1.5
CN(C)CCN(C)c1cc(-c2ccco2)nc2ccnn12,1,-0.1,-11,0.4
O=C(COC(=O)c1ccc([N+](=O)[O-])o1)Nc1c(F)cccc1F,16,0.6,8,1.4
O=C(CC1(c2cccc(F)c2)CC(=O)N(C2CCCC2)C1=O)N1CCCC1 (centres undefined),-14,0.1,4,-1.0
CCN(CC)C1=C(Cl)C(=O)C(Cl)C12OCCO2 (centres undefined),-1,0.0,11,0.6
Cc1ccc(N(CC(=O)N2CCCCCC2)S(C)(=O)=O)cc1Cl,2,-0.1,3,3.0
CN1CCN(C(=O)c2ccccc2NC(=O)Nc2cccc(Cl)c2)CC1,5,0.0,1,2.7
Nc1c(C(=O)Nc2cccc3ccccc23)sc2nc3c(cc12)C(=O)CCC3,61*,-0.2,0,-1.3
CCn1c(=O)n(CC(=O)N2CCN(c3ccccc3F)CC2)c(=O)c2ccccc21,6,0.0,4,0.7
CC1N=C2c3ccccc3N=C(SCC(=O)Nc3ccc(C(C)C)cc3)N2C1=O (centres undefined),31,-0.1,-12,0.0
NN1C(=O)c2cccc3cc([N+](=O)[O-])cc(c23)C1=O,-1,0.1,-10,-0.7
Cc1ccc(NCC(=O)N/N=C/c2ccc([N+](=O)[O-])c(O)c2)cc1,-9,-0.2,-5,-1.0
Cc1ccc(N2CCN(S(=O)(=O)c3ccc4c(c3)oc(=O)n4C)CC2C)cc1 (centres undefined),3,0.0,8,-0.7
Cc1ccc(N2C(=O)CC(c3ccsc3)C3=C2CC(C)(C)CC3=O)cc1 (centres undefined),-15,0.1,-6,0.3
CCCCNC(=O)C1CCC(=O)N1Cc1ccc(F)cc1 (centres undefined),0,-0.2,-3,1.7
CCOC(=O)CNC(=O)CSc1nnc(NC(=O)COc2ccc(Cl)cc2)s1,1,0.5,-1,0.1
Clc1ccc(-c2csc3ncnc(N4CCCC4)c23)cc1,9,0.0,7,-0.7
CS(=O)(=O)c1cncnc1C1CCCN(C(=O)Cc2c(F)cccc2Cl)C1 (centres undefined),13,0.2,17,-0.9
Cc1cccc(NC(=O)CCC2CCN(C(=O)C3CCCC3)CC2)c1,-7,0.2,5,0.3
Cc1ccc(-c2cc(C(=O)N(C(=O)c3cc(-c4ccc(C)s4)nc4ccccc34)c3ncccn3)c3ccccc3n2)s1,-5,1.1,20,-2.2
O=C1NC(=O)N(c2ccccc2)C(=O)/C1=C\c1ccc(Cl)cc1Cl,4,0.1,2,-0.3
CC1=C(C(N)=O)C(c2ccc(Br)cc2)n2ncnc2N1 (centres undefined),-1,0.0,6,0.6
COc1ccccc1N1C(=O)C2CC=C(Cl)CC2C1=O (centres undefined),5,0.1,13,0.4
O=C(NCC1Cc2cc(Cl)cc(-c3cnccn3)c2O1)c1cccc(N2CCCC2=O)c1 (centres undefined),4,0.0,7,-0.3
CCc1cc2c(=O)c(-c3ccc4c(c3)OCCO4)coc2cc1OC(C)C,-48,0.4,-12,1.1
COc1ccc(S(=O)(=O)NC(N)=NCCc2c(C)[nH]c3ccc(F)cc23)cc1,-5,-0.1,-3,-0.8
NC(=S)N/N=C/c1ccc(-c2ccccc2[N+](=O)[O-])o1,-8,0.5,21,0.5

# Complete entries as entered above.
# `COc1ccc(S(=O)(=O)NC(N)=NCCc2c(C)[nH]c3ccc(F)cc23)cc1` as listed: TEAD-YAP block: -5; FBW7 act: -0.1; MITF primary: -3; GPR151 ag: -0.8
# `Cc1ccc(-c2cc(C(=O)N(C(=O)c3cc(-c4ccc(C)s4)nc4ccccc34)c3ncccn3)c3ccccc3n2)s1` as listed: TEAD-YAP block: -5; FBW7 act: 1.1; MITF primary: 20; GPR151 ag: -2.2

# Part of the list above, with bars between the fields:
SMILES | TEAD-YAP block | FBW7 act | MITF primary | GPR151 ag
O=C1NC(=O)N(c2ccccc2)C(=O)/C1=C\c1ccc(Cl)cc1Cl | 4 | 0.1 | 2 | -0.3
NC(=S)N/N=C/c1ccc(-c2ccccc2[N+](=O)[O-])o1 | -8 | 0.5 | 21 | 0.5
Cc1cccc(NC(=O)CCC2CCN(C(=O)C3CCCC3)CC2)c1 | -7 | 0.2 | 5 | 0.3
Cc1ccc(-c2cc(C(=O)N(C(=O)c3cc(-c4ccc(C)s4)nc4ccccc34)c3ncccn3)c3ccccc3n2)s1 | -5 | 1.1 | 20 | -2.2

# (cont.)
SMILES,TEAD-YAP block,FBW7 act,MITF primary,GPR151 ag
CCN(CC)CCNC(=S)N1CCn2c(nc3ccccc32)C1,2,0.0,5,-0.3
O=C1CSC(c2ccc(F)cc2)N1c1ccccc1F (centres undefined),6,0.2,9,1.4
COc1ccc(C2=NN3C(C2)c2ccccc2OC3c2ccc(F)cc2)cc1 (centres undefined),-68,-0.1,8,-1.3
CCOc1ccc2c(c1)sc(=NC(=O)c1cc(C)no1)n2CC,1,0.1,-1,-2.3
Cc1nc2cc(-c3ccccc3)nn2c(N)c1-c1ccccc1,37*,0.0,10,-2.9

# Not a hit list; 3.5% or so of the library scored in one or more.
